# M1AAP inhibition – P. falciparum M1AAP inhibitors, biochemical, fluorogenic H-Leu-NHMec substrate, 1536-well (AID 1445); recombinant M1AAP, H-Leu-NHMec fluorogenic kinetic assay; higher % means a stronger effect; one-dose inhibition, % at 30 µM; IC50 in µM for titrated hits; 220,000 tested, 0.42% active;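 active = primary inhibition above the hit cutoff, then over 50% inhibition at one or more dose response concentrations, cut at about 23% in these data, passing the limit was not always enough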;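 note: plate controls were DMSO full reaction for no effect and no enzyme background for full effect; strong numbers were not always called active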
# MT stabilize HCS – microtubule stabilization, imaging screen; % tubulin-high responders, % at 10 µM; HeLa tubulin immunostaining HCS, 24 h; share of cells brighter than vehicle mean+2SD; AID 2205; 200,000 tested, 0.83% active;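 active = plate Z-score above 3 for both tubulin-high and condensed-nucleus cell shares, with cell loss under 80%, at 10 µM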;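 note: anti alpha tubulin signal scored within the nucleus-defined area of each cell; some results filed as inactive read as strong as hits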
# Ins promoter up – MIN6 insulin promoter up-regulation; 190,000 tested, 0.3% active; MIN6 insulin promoter-GFP reporter, high-content imaging; active compounds read high; z-score at 5 µM;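 active = z-score above 3 at 5 µM with at least 500 cells counted in the well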
# Autophagy mod – autophagy modulation, high-content screen | MEF GFP-LC3 puncta imaging; test concentration mostly 10 µM | 190,000 tested, 0.98% active | calls only at 10 µM (by protocol);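 active = percentage of spot-positive cells more than 3 SD above its plate mean, without a fluorescence outlier flag or 80% toxicity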;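 note: spot-positive cell cutoff set from DMSO-treated cells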
# b-catenin transl – modulators of beta-catenin nuclear translocation. 190,000 tested, 0.3% active. AID 1665. HeLa beta-catenin nuclear translocation, immunofluorescence imaging. nuclear translocation activity, % at 5 µM;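 active = nuclear translocation activity above 50% at 5 µM, with a well cell count of 50 or more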;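 note: per-cell ratio of nuclear to cytoplasmic median beta-catenin stain intensity; plate controls were DMSO negative control for no effect and GSK-3 inhibitor IX positive control for full effect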
#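 Read-out: Nuclear/cytoplasmic beta-catenin signal ratio, % activation | Assay system: Human HeLa cell line | Times: 24 h compound exposure at 37°C, 5% CO2 | Signal: Fluorescence imaging of beta-catenin antibody stain plus DAPI | Dosing: 5 µM primary, 0.02–20 µM confirmation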
# UTI89 phage lysis – protection from phage-mediated lysis, alamar blue read-out – E. coli UTI89, K1F phage, bacterial capsule biogenesis inhibitors (AID 488966) | E. coli UTI89 K1F phage lysis, alamar blue, 2 h; higher % means a stronger effect | inhibition, % at 100 µM; hits with a dose series show IC50 in µM | 340,000 tested, 0.02% active;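 active = phage lysis inhibition, versus mean bacterial control, above a set limit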;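 note: capsule biogenesis inhibitors block K1F phage lysis so surviving cells raise fluorescence; higher fluorescence means more inhibition of phage lysis; actives were called in the ten point dose series up to 300 µM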
# Dynein transport – blocks dynein driven cargo transport along microtubules. z-score, hits read low. 3617.4 mouse cells, GR-EGFP nuclear translocation imaging; test concentration mostly 20 µM; stimulated with dexamethasone, 1 µM; active compounds read low. 220,000 tested, 0.47% active. AID 1381;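 active = plate z-score of nuclear minus cytoplasmic receptor signal below a set negative limit, without overly bright fluorescence or cell loss, cut at about -3.5 in these data, passing the limit was not always enough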;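 note: z-score of nuclear minus cytoplasmic ring GR-EGFP intensity difference per well; some compounds called inactive have numbers as strong as hits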
#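 Buffer or medium: tetracycline-free induction medium containing charcoal-stripped FBS / Reagent: dexamethasone agonist, 1.0 µM final, for 30 min / Technique: automated 10x imaging of fixed Hoechst-stained cells / Times: induction 48 h, compound 1 h, agonist 30 min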
# M17LAP inhibition – P. falciparum M17LAP inhibitors, primary screen, biochemical, fluorogenic H-Leu-NHMec substrate, 1536-well (AID 1619); 220,000 tested, 0.38% active; inhibition, % at 30 µM; hits with a dose series show IC50 in µM; recombinant M17LAP, H-Leu-NHMec fluorogenic kinetic assay; higher % means a stronger effect;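 active = compound inhibiting the enzyme by more than half at any dose during confirmatory dose-response retesting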;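 note: plate controls were full reaction with DMSO carrier for no effect and no enzyme background for full effect; strong numbers were not always called active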
# CSM14.1 death rescue – rescue of cells from ER stress-induced death, primary screen, 384-well, CSM14.1, thapsigargin, ATP luminescence (AID 1222); one-dose cellular ATP content (survival), % at 20 µM; EC50 in µM for titrated hits; 190,000 tested, under 10 active; CSM14.1 thapsigargin-induced death rescue, ATP luminescence; higher % means a stronger effect;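 active = EC50 below 50 µM in the dose-response confirmation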;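 note: death triggered by thapsigargin at about 15 µM added after 2 h compound pretreatment; cell ATP read after overnight thapsigargin exposure of roughly 18 to 22 hours; normalized against plate controls of thapsigargin alone and 5% DMSO vehicle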
# Dynein transport cytoplasmic EGFP – second read-out of Dynein transport, no call of its own (marks repeat the call); z-score; measured here: cytoplasmic GR-EGFP intensity; active compounds read high
# Dynein transport nuclear GR-EGFP – second read-out of Dynein transport, no call of its own (marks repeat the call); z-score; measured here: nuclear GR-EGFP intensity;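 lower value marks the stronger effect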
# Dynein transport cell count – second read-out of Dynein transport, no call of its own (marks repeat the call); z-score; measured here: cell count per field
# Ins promoter up cell count – also measured in Ins promoter up; calls as there; cell count; measured here: cytotoxicity, nuclei count;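 total cells summed across four imaged fields per well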
# b-catenin transl cell count 5 µM – recorded beside b-catenin transl, whose call it bears; cell count; measured here: cell count, cytotoxicity flag
# MT stabilize HCS Hoechst-high % – further read-out of MT stabilize HCS, marked with its call; % Hoechst-high responders; measured here: nuclear condensation Hoechst responders;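 share of cells brighter than vehicle mean plus two SD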
# MT stabilize HCS cytotoxicity % – second read-out of MT stabilize HCS, no call of its own (marks repeat the call); toxicity, %; measured here: cytotoxicity by cell density;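 0% = mean cell density of plate MIN control wells and 100% = no cells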
# Autophagy mod cell loss 18 h – also measured in Autophagy mod; calls as there; toxicity, %; measured here: cell loss, nuclei count;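 cell loss after 18 h compound exposure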
# The depositor's hits bear a star; i = inactive; x = not tested or not shown; [ ] = remark or other dose.
SMILES,M1AAP inhibition,MT stabilize HCS,MT stabilize HCS Hoechst-high %,MT stabilize HCS cytotoxicity %,Ins promoter up,Ins promoter up cell count,Autophagy mod,Autophagy mod cell loss 18 h,b-catenin transl,b-catenin transl cell count 5 µM,UTI89 phage lysis,Dynein transport,Dynein transport cytoplasmic EGFP,Dynein transport nuclear GR-EGFP,Dynein transport cell count,M17LAP inhibition,CSM14.1 death rescue
CC(C)(C)NC(=O)CN(C(=O)c1ccc(Cl)nc1)c1cccc2ccccc12,-1.9%,2.5,1.4,6.6,x,x,i,-8.0,1.4,1572,-2.2%[50 µM],-0.717,-0.335,-0.481,1.32,9.2%,2.0%
O=C(O)CCC(=O)NNC(=O)COc1cccc(Cl)c1,0.0%,2.0,1.1,4.4,0.29,1464,i,15.0,0.0,1092,-0.3%,-1.01,-0.24,-0.377,0.22,3.9%,-1.3%
COC(=O)CCC(=O)NNC(=O)c1cccc(Cl)c1,1.9%,2.3,1.4,7.0,0.09,1597,i,-2.7,-0.4,1454,3.1%,-0.288,-0.105,-0.162,-0.161,6.9%,-3.5%
CC(C)(O)P(=O)(O)CCc1ccccc1,-1.8%,x,x,x,0.92,1101,x,x,-1.2,1306,-2.0%,0.0916,-0.254,0.0112,1.05,0.6%,x
CCn1c(COc2ccccc2C)nnc1SCC(=O)O,-2.9%,1.7,2.2,8.4,-0.51,997,i,2.2,1.5,1153,1.4%,-0.283,-0.215,0.0179,0.279,-7.8%,-0.6%
N#Cc1cnn2c(-c3ccccc3)ccnc12,5.6%,1.6,1.1,3.4,-1.05,1195,i,-6.1,-4.0,1191,0.2%,-0.968,-0.242,-0.197,0.848,-16.8%,6.1%
Cc1ccc(NC(=O)Cn2c(=O)n(CCCCC(=O)NCc3ccco3)c(=O)c3ccccc32)cc1,6.6%,2.1,1.3,8.8,-0.12,808,i,-1.7,x,x,0.2%,0.144,0.582,0.422,0.258,3.3%,-0.7%
Cn1c(=O)c2c(nc(CN3CCC(C(N)=O)CC3)n2CCc2ccccc2)n(C)c1=O,6.3%,1.8,2.0,5.2,0.99,909,x,x,113.7*,711*,0.9%,-0.935,-0.197,-0.179,0.547,-0.3%,-0.3%
CCN(c1ccccc1)S(=O)(=O)c1ccc(Cl)c(NC(=O)COC(=O)c2ccc(O)cc2)c1,7.0%,3.1,1.5,6.4,0.44,1525,i,0.9,2.2,1053,6.8%,0.488,-0.25,0.0615,0.163,3.9%,6.2%
Cc1ccc2nc(C)cc(N3CCOCC3)c2c1,1.9%,1.3,1.5,3.9,0.6,1296,i,5.2,-5.8,1184,0.1%,0.236,-0.0699,0.0647,-0.274,3.6%,3.8%
CCN(Cc1cc2cc(OC)ccc2[nH]c1=O)C(=O)c1ccncc1,4.3%,2.0,2.1,25.3,-0.41,1298,i,2.2,-0.2,1068,5.3%,-0.539,-0.238,-0.373,-0.0885,4.3%,x
COc1ccc(Br)c(C(=O)NC(C)(C)CO)c1,2.8%,x,x,x,-0.32,1391,x,x,-3.7,1145,-0.3%,-0.679,-0.29,-0.379,0.964,-2.8%,x
CCC[n+]1c(C)sc2c(OC)ccc(OC)c21,10.7%,2.2,1.3,3.1,-0.07,1195,i,-0.6,-1.3,1158,-0.1%,1.65,-0.0768,1.25,-1.2,-0.9%,-1.4%
Cc1c(Cl)c(C(F)(F)F)nn1CC(=O)NCc1ccco1,-2.7%,3.6,2.5,6.5,x,x,i,2.4,5.4,654,0.6%,-1.3,-0.334,-0.798,1.14,0.2%,-0.7%
Cc1ccccc1C(=O)Nc1nc(=S)ss1,6.2%,1.8,1.4,7.7,-0.01,1590,i,2.9,0.8,1471,0.0%,-0.261,-0.0458,-0.304,0.836,-3.1%,-1.5%
O=C(Cn1c(=O)oc2cccnc21)Nc1ccccc1Oc1ccc(Cl)cc1Cl,-0.1%,x,x,x,-0.26,1158,x,x,0.1,1329,x,-0.374,-0.119,0.254,0.847,3.2%,x
CCN(CC)c1ccc2cc(NC(=O)CCC(=O)O)c(=O)oc2c1,15.3%,2.5,1.6,2.8,-0.38,1155,i,6.6,x,x,-0.2%,-1.34,0.0849,-0.352,7.88,-109.5%,x
CNC(=O)c1nc(C)c(C2(C)CC(c3ccccc3)=NO2)s1 (stereo unspecified),8.8%,x,x,x,-0.26,1049,x,x,-1.5,1356,-0.1%,-0.817,-0.767,-0.227,-0.174,13.4%,x
CCNC(=S)Nc1cccc(S(=O)(=O)Nc2ccccc2OC)c1,1.6%,x,x,x,x,x,x,x,-0.1,1404,0.1%,-0.821,-0.284,-0.506,2.1,-2.2%,x
COc1ccc(CCNC(=O)COC(=O)/C=C/c2ccc(OC)c(OC)c2)cc1,8.7%,3.9,3.0,6.9,0.06,1444,i,4.1,-0.4,1109,-0.2%,0.461,-0.213,0.292,-0.0701,-3.6%,-3.6%
O=C(NCC1CCCO1)c1ccc(N2CCCCC2)nc1 (stereo unspecified),7.7%,6.6,1.6,6.0,0.33,1843,i,9.7,-1.7,1160,0.3%,2.46,0.0943,1.78,-1.13,-1.2%,-2.3%
CC(=O)OC[C@H]1O[C@@H](O/N=C/[C@@H](C)[C@H](OCc2ccccc2)C(C)C)[C@H](OC(C)=O)[C@@H](OC(C)=O)[C@@H]1OC(C)=O,5.7%,3.9,2.7,11.0,0.46,980,i,-1.1,-0.6,549,x,0.751,-0.323,0.651,1.02,-11.8%,-5.0%
S=C1NC[C@H](Cc2ccccc2)N1CCCCC1CCCCC1,4.8%,2.1,1.4,4.9,-0.59,1328,i,-5.7,-1.8,1238,2.8%,-1.18,-0.264,-0.476,0.639,-3.3%,-1.9%
O=C(CN1C(=O)CCS(=O)(=O)c2ccccc21)Nc1ccc2c(c1)OCCO2,-1.1%,2.5,1.4,2.8,0.23,1274,i,-1.7,-3.5,1162,0.8%,-0.122,-0.177,0.586,-0.674,35.1%,0.5%
Cc1nn(-c2ccccc2)c(C)c1C(=O)OCC(=O)Nc1ccc2c(c1)OCO2,0.4%,3.0,2.0,9.9,-0.58,1165,i,11.0,-6.7,1020,-0.1%,-0.326,-0.385,-0.0309,-0.361,-3.3%,1.3%
CC(CNC(=O)C1CCCCC1C(=O)O)c1ccccc1 (stereo unspecified),2.2%,1.9,2.7,5.3,0.44,957,i,1.2,-2.9,1186,4.3%,-0.496,-0.171,-0.35,1.08,33.4%,-2.2%
CCOc1ccc(CCNC(=O)CCN2C(=O)COc3ccccc32)cc1OCC,0.7%,2.9,2.6,11.5,-0.1,1532,i,1.4,0.3,1366,0.3%,-0.876,-0.46,-0.681,1.52,6.0%,7.3%
CC1CCN(C(=O)CN(c2ccccc2)S(=O)(=O)N(C)C)CC1,3.1%,1.2,1.5,9.2,-1.35,1557,i,-17.2,-3.7,1128,0.1%,0.781,-0.252,0.605,-0.237,4.8%,0.1%
Cc1cc(NC(=O)c2cc3n(n2)C(C(F)(F)F)CC(c2ccco2)N3)n(-c2ccccc2)n1 (stereo unspecified),5.6%,3.9,3.6,8.2,x,x,i,1.3,3.2,1024,-0.6%,-0.172,-0.143,-0.127,0.617,-1.1%,-2.1%
Cc1cc(C)cc(NC(=O)Cn2cc3c(n2)CCCCC3)c1,5.5%,3.0,3.6,10.0,2.86,871,i,1.2,x,x,x,3.57,0.351,2.56,-2.13,6.0%,0.0%
Cc1cc2cc(CN(Cc3cccs3)C(c3nnnn3C(C)(C)C)C(C)C)c3nnnn3c2cc1C (stereo unspecified),13.5%,4.7,3.1,9.9,0.15,846,i,15.1,-0.6,1260,0.4%,-0.0675,-0.151,-0.283,0.989,4.4%,-0.3%
O=C(CC1SC(=O)N(c2ccccc2)C1=O)Nc1ccc(Cl)cc1 (stereo unspecified),14.4%,x,x,x,-0.74,1391,x,x,-0.5,1227,-0.7%,-0.571,-0.211,-0.547,0.667,-2.6%,x
CCCC(=O)Nc1cc(C)c(NC(=O)C23CC4CC(CC(C4)C2)C3)cn1,5.2%,4.7,2.7,6.6,0.57,779,i,-8.9,-3.2,1071,1.9%,0.552,-0.169,0.589,-0.674,-3.9%,-1.6%
C=CC[n+]1c(C)csc1Nc1ccc(C(=O)O)cc1,6.6%,1.2,1.3,4.9,0.62,1267,i,16.3,0.9,1045,0.4%,-0.67,-0.244,-0.221,0.617,5.8%,x
CNC(=O)c1cc(C(=O)c2ccc(C(F)(F)F)cc2F)c[nH]1,7.5%,3.8,2.6,8.0,-0.29,1336,i,6.2,-0.2,1083,-1.3%,0.724,-0.23,0.00949,0.907,5.0%,1.8%
Cc1nn(C)c(C)c1CN(C)C(=O)c1nn2c(c1Br)NC(c1cccs1)CC2C(F)(F)F (stereo unspecified),-1.2%,4.0,1.9,5.4,-0.16,1145,i,17.4,-0.2,996,1.4%[50 µM],-0.441,-0.232,-0.0703,0.917,8.5%,-0.4%

# Outcome played no part in choosing rows; 2.9% or so of the library scored in one or more.
